Compound activity: PubChem BioAssay, several laboratories
GalR3 antag: GalR3 antagonists in HEK293 cells, primary screen, cell-based, fluorescence readout; Galanin receptor type 3 (Homo sapiens), O60755; HEK293 GalR3-CNG cAMP membrane potential fluorescence; galR3 body fused to GalR1 C-terminus; inhibition, % at 3 µM; 360,000 compounds, 0.44% hits; AID 651719, 2012;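 active means inhibition above the screen-wide average plus 3 SD, cut at about 13% in these data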;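 further: forskolin and galanin both at EC90 stimulate the cells; cAMP rise reported by CNG channel membrane potential dye signal; 0% = forskolin plus galanin with DMSO and 100% = forskolin alone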
Target sequence (O60755 1-299 limits assumed): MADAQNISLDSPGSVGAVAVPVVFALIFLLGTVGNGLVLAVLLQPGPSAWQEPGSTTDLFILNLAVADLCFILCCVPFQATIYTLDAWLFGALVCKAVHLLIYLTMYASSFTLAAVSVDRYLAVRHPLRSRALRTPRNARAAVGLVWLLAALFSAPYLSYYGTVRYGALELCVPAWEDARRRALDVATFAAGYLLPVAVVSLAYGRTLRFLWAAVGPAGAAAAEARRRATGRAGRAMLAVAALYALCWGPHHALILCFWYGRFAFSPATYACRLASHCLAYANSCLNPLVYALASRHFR
PHOSPHO1 block: PubChem AID 1565. inhibition, % at 13.3 µM. 290,000 compounds, 1.1% hits. recombinant PHOSPHO1, absorbance phosphatase assay. Phosphoethanolamine/phosphocholine phosphatase (Homo sapiens), Q8TCT1; in the data active means inhibition above about 60%
Target sequence (Q8TCT1 whole entry, looked up): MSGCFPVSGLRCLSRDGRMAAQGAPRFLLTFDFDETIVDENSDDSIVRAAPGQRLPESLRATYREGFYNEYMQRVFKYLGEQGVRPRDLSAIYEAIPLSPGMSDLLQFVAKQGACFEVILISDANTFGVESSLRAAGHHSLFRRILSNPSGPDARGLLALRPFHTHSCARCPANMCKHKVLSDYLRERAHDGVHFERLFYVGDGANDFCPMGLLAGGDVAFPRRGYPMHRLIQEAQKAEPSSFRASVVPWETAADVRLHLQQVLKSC
pCIP destab: p/CIP-EGFP fusion destabilizers, primary screen, fluorescence, F442A cells; decrease of EGFP signal, % at 10 µM; 16 h; AID 1984, 2009; Q05BA5; 290,000 compounds, 0.01% hits;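 active means EGFP signal decrease of at least 30% at 10 µM or well 3 SD below plate mean, unless failing retest; inactive means the rest, including hits failing retest or dose response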; further: some compounds called inactive have numbers as strong as hits; many of its hits are not listed in these tables
MEKK3 PB1 HTS: modulators of MEKK3-MEK5 PB1 binding, primary screen, biochemical, wildtype MEKK3, multiplex bead flow cytometry, Alexa488-MEK5; Mitogen-activated protein kinase kinase kinase 3 (Homo sapiens), Q99759; bead-based flow cytometry, Alexa488-MEK5 binding to MEKK3; actives lie on both sides; 0 = blocked by unlabeled MEK5, 100 = vehicle; binding response (% of control), % at 10 µM; 290,000 compounds, 1.4% hits; AID 1529, 2009;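 active means binding response more than 3 SD above or below the average of its plate-row segment, actives on both sides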;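 further: Alexa488 bead fluorescence after subtracting the streptavidin-only scavenger bead signal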
CRFBP-R2 agonist: agonists of CRF-BP/CRF-R2 complex, primary screen, cell-based, HEK293, calcium dye fluorescence, uHTS | CRF-binding protein / CRF receptor 2 complex (human) | calcium dye fluorescence (FLIPR); percent of saturating CRF peptide response | activation, % at 13.2 µM | 350,000 compounds, 0.46% hits;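 active means activation of at least 50%, plus an integration ratio under a set limit after plate pattern correction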;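 further: plate controls were neutral control wells without compound for no effect and CRF at EC100 for full effect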
IDE cell inh: human IDE inhibitors in live cells, primary screen, fluorescence polarization, HEK cells, FAbetaB substrate; Insulin-degrading enzyme (Homo sapiens), P14735; FAbetaB cleavage; inhibition, % at 5.59 µM; 320,000 compounds, 0.41% hits;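 active means percent inhibition above the average of all tested compounds plus 3 SD, set per screening campaign, cut at about 16% in these data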;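 further: IDE supplied by intact live HEK cells; FP after avidin binding of uncleaved biotin substrate so inhibition keeps polarization high; 0% = DMSO wells and 100% = 60 µM reference IDE inhibitor Ii1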
CRFR2-BP antag: antagonists of CRF-BP/CRF-R2 complex, primary screen, cell-based, HEK293, calcium dye fluorescence, uHTS | inhibition, % at 11.8 µM | 350,000 compounds, 0.59% hits | CRF-induced calcium fluorescence;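 active means inhibition of the ligand-induced calcium signal above about 50% at the single tested concentration, limit read from the data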
IDE act: human IDE activators in live cells, primary screen, fluorescence polarization, HEK cells, FAbeta-B substrate. AID 493087, 2011. activation, % at 5.96 µM. 340,000 compounds, 0.073% hits. FAbeta-B cleavage; 0% vehicle, 100% cell-free pure enzyme wells. Insulin-degrading enzyme (Homo sapiens), P14735;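 active means activation above the mean of all tested compounds plus 3 SD, set per screening campaign, cut at about 17% in these data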
CHRM4 PAM: human M4 muscarinic receptor positive allosteric modulators, primary screen, CHO-K1 cells, Fluo-8 calcium fluorescence | activation, % at 3 µM | Muscarinic acetylcholine receptor M4 (Homo sapiens), P08173 | AID 624126, 2012 | CHO-K1 hM4/Gqi5, ACh EC20; 0% = ACh EC20, 100% = maximal ACh | 360,000 compounds, 0.4% hits;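 active means activation above its plate's cutoff, the mean activation of sample wells plus 3 SD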; further: some results filed as inactive read as strong as hits
Target sequence (P08173 whole entry, looked up): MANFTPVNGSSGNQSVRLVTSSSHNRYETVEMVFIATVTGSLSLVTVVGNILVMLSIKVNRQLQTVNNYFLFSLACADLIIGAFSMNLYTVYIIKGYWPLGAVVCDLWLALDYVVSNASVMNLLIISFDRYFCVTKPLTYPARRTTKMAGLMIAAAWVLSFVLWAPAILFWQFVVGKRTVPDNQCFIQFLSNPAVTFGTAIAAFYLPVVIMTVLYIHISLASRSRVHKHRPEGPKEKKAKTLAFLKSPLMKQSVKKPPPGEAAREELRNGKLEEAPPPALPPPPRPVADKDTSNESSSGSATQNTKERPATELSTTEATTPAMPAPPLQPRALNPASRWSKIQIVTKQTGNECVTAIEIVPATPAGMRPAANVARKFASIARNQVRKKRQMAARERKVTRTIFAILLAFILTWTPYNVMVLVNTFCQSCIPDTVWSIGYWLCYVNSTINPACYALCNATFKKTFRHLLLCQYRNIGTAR
* = called active by the depositor; . = not tested or not shown. The order is random; 4.2% or so of the library scored in one or more.

Start of the listing, in advance (2 entries):
SMILES	GalR3 antag	PHOSPHO1 block	pCIP destab	MEKK3 PB1 HTS	CRFBP-R2 agonist	IDE cell inh	CRFR2-BP antag	IDE act	CHRM4 PAM
Cc1nn(-c2ccc(C(=O)O)cc2)c2c1C(=O)CC(C)(C)C2	-8	8	-13	108	-2.7	-6	2	5	-6
Cc1nn(Cc2ccccc2Cl)c2sc(C(=O)Nc3ccccc3N3CCOCC3)cc12	-4	-20	-2	95	9.6	2	-14	-3	-2

Results, from the first entry:
SMILES	GalR3 antag	PHOSPHO1 block	pCIP destab	MEKK3 PB1 HTS	CRFBP-R2 agonist	IDE cell inh	CRFR2-BP antag	IDE act	CHRM4 PAM
Cc1nn(-c2ccc(C(=O)O)cc2)c2c1C(=O)CC(C)(C)C2	-8	8	-13	108	-2.7	-6	2	5	-6
Cc1nn(Cc2ccccc2Cl)c2sc(C(=O)Nc3ccccc3N3CCOCC3)cc12	-4	-20	-2	95	9.6	2	-14	-3	-2
CC/C(C)=C1\SC(N2CCN(c3cccc(C(F)(F)F)c3)CC2)=NC1=O	-4	56	-10	100	-0.1	1	11	-1	3
COc1ccc2[nH]c(=O)c(CN(C)C(=O)c3ccncc3)cc2c1	-6	-29	-2	102	-0.2	-3	8	2	9
Cc1[nH]c2ccc(F)cc2c1CCN(Cc1ccncc1)C(=S)Nc1ccc(F)cc1	1	-1	-8	123	5.7	3	-1	1	-9
CC(OC(=O)c1cc(S(=O)(=O)Nc2ccc(F)cc2)ccc1Cl)C(=O)Nc1ccc2c(c1)OCCO2 (stereo unspecified)	-1	-4	-8	102	0.9	-1	5	3	-6
CCc1nnc(NC(=O)CSc2nc(C)nc3c2c(=O)n(C)c(=O)n3C)s1	0	28	1	98	-0.6	1	-14	4	-3
CC(C)=CC(=O)Nc1nnc(C(C)C)s1	-2	28	-3	99	-1.4	3	-12	8	24
CN1CCN(NC(=O)c2ccc(Cl)c([N+](=O)[O-])c2)CC1	1	3	-8	97	1.5	2	-7	4	2
Cn1c(CCNC(=O)c2ccccc2)nc2ccccc21	-5	-16	-6	82	-0.1	-2	1	0	-4
Cc1ccc(CC(=O)CCc2ccccc2)cc1	-2	.	.	.	0.3	-3	9	1	8
COc1cccc(-c2c(-c3cc(OC)cc(OC)c3)n(C)c3ccc(-c4cnc(OC)nc4)cc23)c1	-1	.	.	.	-2.1	-6	15	6	8
O=C(CSc1ncnc2sccc12)N1CCCCC1	-8	.	.	.	-0.9	-1	10	-4	10
O=[N+]([O-])c1ccc(NCc2ccccn2)nc1	2	-3	5	105	3.2	3	10	1	3
Cc1cc(C(=O)NC(Cc2c[nH]c3ccccc23)C(=O)O)c(C)o1 (stereo unspecified)	-8	34	4	104	-0.6	-4	10	1	-2
Cc1ccc(NC(=O)CSc2ccc3c(c2)OCCO3)c(O)c1	33*	22	-25	99	-1.4	5	2	3	-6
COc1ccc(CNC(=O)c2csc(Cc3ccc(OC)cc3)n2)cc1	-1	28	1	119	0.1	0	-3	9	20
Cc1noc(C)c1C(=O)Nc1nc2ccc(Cl)cc2s1	-3	29	-1	105	4.4	-1	-25	1	-1
Cc1cc(N2C(=O)c3ccccc3C2=O)n(C)n1	-2	38	-11	96	-0.2	4	2	-2	13
C=C[C@@]1(C)CC(=O)[C@]2(O)[C@@]3(C)[C@@H](O)CCC(C)(C)[C@@H]3[C@H](OC(C)=O)[C@H](O)[C@@]2(C)O1	-22	.	.	104	2.6	8	-17	-1	3
O=C(Nc1ccon1)Nc1ccc(F)cc1F	-4	31	-3	107	2.1	-1	3	-1	2
COc1ccc(NC(=O)CC(c2ccc(F)cc2)c2ccc(OC(C)C)cc2)cc1 (stereo unspecified)	-8	10	-14	103	0.3	-2	22	4	-15
CC(C)NC(=O)NC(=O)COC(=O)c1ccc(S(=O)(=O)NCc2ccco2)cc1	-6	.	.	.	0.0	-3	-7	-1	-1
CCOc1ccc(OCCCC(=O)ON=C(N)c2ccccc2C)cc1	-6	.	.	.	-0.8	-3	3	5	3
O=C(COc1ccccc1)N=C1SC2CS(=O)(=O)CC2N1Cc1ccccc1 (stereo unspecified)	-1	17	2	100	-0.3	8	4	8	-2
Cc1cc(-c2ccccc2N)n[nH]1	-6	19	-9	106	-1.4	4	-13	2	-8
CCOC(=O)c1sc(=NC(=O)c2cccc(Br)c2)n(C)c1C	-7	29	1	98	-0.6	-1	7	3	1
CCn1ncc(Br)c1C(=O)Nc1ccn(C23CC4CC(CC(C4)C2)C3)n1	2	-3	-4	96	-0.1	5	3	3	7
CC1Cc2cc(/C(O)=C3/C(=O)C(=O)N(Cc4cccnc4)C3c3cccc(O)c3)ccc2O1 (stereo unspecified)	4	30	5	101	-2.0	3	10	-1	4
CCOC(=O)C1CC2=C(CCCC2=O)N(Cc2ccccc2)C1=O (stereo unspecified)	-3	.	.	.	-2.4	.	9	-4	9
Cc1cc(C)n2nc(SCc3c(F)cccc3Cl)nc2n1	-9	15	-16	106	-1.1	-1	11	1	-1
CCOc1ccc(S(=O)(=O)Nc2ccc(C(=O)NCC3(N4CCCCC4)CCCCC3)cc2)cc1	-1	.	.	.	11	5	-15	-1	-9
O=C(Cc1cccs1)N/N=C\c1ccc(O)cc1	-4	-10	0	101	-0.9	-2	8	5	9
COC(=O)NC1CCC(CC2CCC(NC(=O)OC)CC2)CC1 (stereo unspecified)	-2	49	-7	95	1.9	2	19	3	-4
CC(=O)c1ccc(NC(=O)Cn2c3ccccc3c3nc(=O)cc(C)n32)cc1	-6	-21	-4	102	0.3	2	0	5	-6
COc1cccc(-c2sc3ccc(OC)cc3c2-c2ccc(OC)cc2F)c1	-6	.	.	.	0.3	-3	5	8	-2
CN(C)/C=C/C(=O)c1ccc(Cl)cc1Cl	-5	43	-8	96	-2.0	4	10	-1	3
COc1ccc(CCN(C)C(=O)c2cc(=O)c3ccccc3o2)cc1OC	-2	17	-13	103	0.9	-2	-8	1	5
CC1CCCCN1CC(=O)Nc1ccc(N2CCCCCC2)cc1 (stereo unspecified)	1	10	-27	104	0.9	-4	-27	2	-14
O=C(NC1CCCCC1)C(c1ccc2ncccc2c1)N(Cc1ccccc1)C(=O)c1cccs1 (stereo unspecified)	-13	22	-4	87	2.7	-3	-10	3	5
Nn1cnc2scc(-c3ccc(Cl)cc3)c2c1=O	-5	49	-1	104	-4.3	-2	4	1	-3
O=C(O)CCc1ccc(-c2cccs2)n1NC(=O)c1ccc(O)cc1	0	0	-11	105	-1.1	4	-16	-3	-3
CCN(C(=O)c1cc2c(=O)[nH]c3ccc(C)cc3c2s1)c1ccccc1C	-6	22	-9	97	1.0	3	3	-2	0
O=C(c1ccc(Oc2ccc(Cl)cc2)c([N+](=O)[O-])c1)N1CCCC1	-4	42	-3	107	-5.1	1	-1	1	-9
O=C(O)C1C2C=CC(C2)C1C(=O)NCCCN1CCOCC1 (stereo unspecified)	-4	47	-10	97	-1.1	-1	1	2	0
CC(C)CC(=O)N1CCN(S(C)(=O)=O)CC1	-3	9	-4	99	1.9	-1	8	1	4
CCOC(=O)c1cnc(SSc2ncc(C(=O)OCC)c(N)n2)nc1N	-8	-46	8	98	-1.8	1	0	3	0
CCOC(=O)c1sc(N/N=C/c2cc(Br)c(O)c(OC)c2)nc1C	-9	5	-9	95	-2.2	4	-8	3	-3
CCC(c1nnnn1Cc1ccco1)N(Cc1cc2cc(OC)ccc2[nH]c1=O)C1CCCCC1 (stereo unspecified)	-2	-8	-30	100	3.1	-2	5	0	-4
COC(=O)c1cc(S(=O)(=O)N2CCN(c3cc(C)ccc3C)CC2)c[nH]1	.	7	1	102	-1.4	7	7	-7	10
CCC(C)(C)NC(=O)c1ccc(Sc2nncn2C)c([N+](=O)[O-])c1	-1	18	-11	103	8.4	0	-14	0	7
CCN(C(=O)COc1cc(=O)n(CC)c2ccccc12)c1cc(Cl)ccc1OC	-6	2	0	100	-2.9	0	10	-4	-5
Cc1ccccc1NC(=O)Cc1nc(CN(C)CC(=O)Nc2cccc(F)c2)cs1	-4	.	.	.	-2.1	7	7	1	3
O=C(CSc1nc(O)c(C2CCCCC2)c(=O)[nH]1)N1CCOCC1	4	24	-11	101	1.1	-3	-5	-4	-8
C=CCn1c(SCC(=O)NC(=O)Cc2ccccc2)nnc1-c1ccccc1F	-2	.	.	.	0.8	-2	2	3	3
O=C(NCCOc1ccc(Cl)cc1)c1ccc2c(c1)OCCO2	-8	.	.	.	-3.9	2	23	0	-4
Cc1ccc(C(=O)N/N=C/c2ccc(-c3cccc(C(F)(F)F)c3)o2)cn1	-3	18	-16	91	-1.1	2	-1	2	-1
COc1ccc(C2=CSC(/N=C/c3ccc(F)cc3)=NN2)cc1	-8	37	-6	77	-1.4	3	15	-19	0
CCCc1nc(-c2cc3ccc(C)cc3[nH]c2=O)no1	-3	1	-24	101	0.0	2	-6	-5	8
Cc1cc(C)cc(OC(C)c2ccnc3nc(/N=C/N(C)C)nn23)c1 (stereo unspecified)	-4	21	-4	100	-0.6	-3	9	-2	-3

More compounds:
SMILES	GalR3 antag	PHOSPHO1 block	pCIP destab	MEKK3 PB1 HTS	CRFBP-R2 agonist	IDE cell inh	CRFR2-BP antag	IDE act	CHRM4 PAM
O=C(Nc1nc2c(s1)COc1ccccc1-2)c1cccs1	.	-7	-13	105	13	0	12	5	3
Cn1cncc1COC(=O)c1ccc(Cl)cc1	-9	24	5	105	0.4	-4	-6	4	-1
CC(C)c1ccc(S(=O)(=O)N2CCN(CC(=O)c3ccc(O)c(O)c3)CC2)cc1	-6	15	-14	93	.	5	.	6	-2
COc1ccc(C2(c3ccc(OC)cc3)NC(=O)N(CC(=O)Nc3ccc(C(N)=O)cc3)C2=O)cc1	-9	18	-14	102	0.4	-2	12	2	-1
Cc1ccccc1-n1c(SCC(=O)Nc2ccc3c(c2)OCO3)nnc1-c1ccccn1	-2	-4	-8	115	-2.7	8	13	6	19
COC(=O)c1ccccc1NC(=O)CSc1nnc(CNS(=O)(=O)c2ccc(C)cc2)n1C	7	10	4	108	-0.6	.	-11	6	4
S=C1NCN(CCc2ccccc2)CN1	-3	-65	3	103	0.6	-1	1	.	-4
COc1cc(NC(=O)COC(=O)Cc2ccc(-c3ccccc3)cc2)cc(OC)c1	4	-2	-15	96	11	5	-19	-1	10
N#Cc1cccc(NC(=O)CCN2C(=O)C3CCCCC3C2=O)c1 (stereo unspecified)	-2	.	.	.	-0.8	-1	5	-2	3
CN1CCN(CC(=O)NC(=O)NC2CCCCC2)CC1	-7	.	.	.	-2.1	-1	10	1	11
O=c1[nH]n(-c2ccccn2)c(=O)c2ccccc12	-3	-6	-1	103	-0.6	2	9	-1	-3
Cc1ccc(NC(=O)NCc2ccc3c(c2)OCO3)c(C)c1	0	-20	0	97	-0.1	-2	22	-1	6
CCOC(=O)[C@H]1[C@H]2COc3ccccc3[C@@H]2N2C(=O)c3cc(OC)c(OC)cc3NC(=O)[C@@]12C	-5	.	.	.	0.8	2	1	0	-3
COCC(=O)Nc1nnc(COc2ccccc2)s1	1	-8	1	100	2.5	3	1	-4	4
